Screening data: PubChem BioAssay, The Scripps Research Institute Molecular Screening Center
CHO-K1 Ca antag: nonselective inhibitor or artifact in parental CHO-K1 cells. inhibition, % at 3 µM. AID 602250. actives 0.6% (n = 360,000). ATP-induced calcium, Fluo-8 fluorescence;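 active = inhibition above a per-plate cutoff, the plate's mean sample inhibition plus 3 SD, cut at about 24% in these data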;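 also: 0% = DMSO plus EC80 ATP and 100% = DMSO alone without ATP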
OXTR potentiate: potentiates the human oxytocin receptor response; activation, % at 3 µM; CHO-OTR cells, Fluo-8 calcium fluorescence, potentiator mode; 0% = oxytocin EC15, 100% = EC100; P30559; AID 2445; actives 0.061% (n = 320,000);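 active = activation above that plate's cutoff, the mean activation of tested compounds plus 3 SD, cut at about 6.6% in these data, passing the limit was not always enough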;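 also: 100% uses oxytocin at 75 nM as the full agonist control; some results filed as inactive read as strong as hits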
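System: human OTR in CHO cells / Also added: sub-maximal oxytocin, roughly EC15 / Control set: EC15 oxytocin low, 75 nM oxytocin high / Schedule: 6 min compound pre-incubation at room temperature, 100 s kinetic read / Compound: single-point 3.0 µM / Replication: singlicate / Technique: Fluo-8 calcium dye fluorescence / Read-out basis: % activation of max/min ratio relative to oxytocin controls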
M1 antag: human CHRM1 antagonism; AID 588852; P11229; actives 1.3% (n = 360,000); inhibition, % at 3 µM; CHO-K1 hM1, Fluo-8 calcium fluorescence, ACh EC80 antagonist;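 active = percent inhibition above its own plate's cutoff, namely the mean of that plate's compound wells plus 3 SD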;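 also: peak over basal fluorescence ratio during 140 s after agonist addition; 0% = ACh EC80 plus DMSO and 100% = DMSO alone without agonist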
Target sequence (P11229 whole entry, looked up): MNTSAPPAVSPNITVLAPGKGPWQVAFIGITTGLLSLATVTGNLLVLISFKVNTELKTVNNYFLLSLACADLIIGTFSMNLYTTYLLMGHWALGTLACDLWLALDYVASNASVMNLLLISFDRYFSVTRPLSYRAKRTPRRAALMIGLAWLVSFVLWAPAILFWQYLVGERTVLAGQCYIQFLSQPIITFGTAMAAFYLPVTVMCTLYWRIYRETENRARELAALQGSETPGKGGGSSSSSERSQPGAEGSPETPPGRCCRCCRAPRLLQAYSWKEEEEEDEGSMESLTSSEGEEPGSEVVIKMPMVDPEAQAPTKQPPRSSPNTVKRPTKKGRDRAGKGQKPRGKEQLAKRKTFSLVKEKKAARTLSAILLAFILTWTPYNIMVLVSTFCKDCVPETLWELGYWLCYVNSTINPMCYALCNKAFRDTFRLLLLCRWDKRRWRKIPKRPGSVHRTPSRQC
CHO-K1 Ca PAM: counter-screen for M1 PAMs: effect in parental CHO-K1 cells; ATP EC20, Fluo-8 calcium fluorescence; 0% at ATP EC20, 100% at ATP max; activation, % at 3 µM; actives 0.02% (n = 360,000); AID 602247;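 active = activation above the run cutoff, the mean activation of all test compounds plus 3 SD, cut at about 40% in these data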;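 also: peak over basal fluorescence ratio in a 140 s read after ATP addition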
CHO parental Ca: counter-screen: ATP calcium response change in parental CHO cells. parental CHO-K1, ATP-induced calcium, Fluo-8 fluorescence. inhibition, % at 5.6 µM. actives 0.63% (n = 330,000). AID 463079;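 active = inhibition above that plate's mean sample inhibition plus 3 SD, cut at about 26% in these data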;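 also: 0% = ATP-challenged DMSO wells and 100% = DMSO wells without ATP; some compounds past the cut are filed as inactive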
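Assay system: untransfected parental CHO cell line. Also added: ATP agonist challenge. Dosing: one dose, 5.6 µM nominal. Measured by: Fluo-8 fluorescence. Read-out: % inhibition. Benchmarks: ATP wells versus no-ATP DMSO wells. Repeats: no replicates.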
M1 ag parental: nonselective activator or artifact in parental CHO-K1 cells; Fluo-8 calcium fluorescence; scaled to maximal ATP response, vehicle zero; activation, % at 3 µM; actives 0.48% (n = 360,000); AID 602248; in the data active = activation above about 15%;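 also: untransfected CHO-K1 host cells lacking M1 receptor as counterscreen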
TAAR1 antag: human TAAR1 antagonism. Q96RJ0. CHO RD-HGA16 TAAR1, Fluo-8 calcium fluorescence, antagonist. inhibition, % at 3 µM. actives 1.5% (n = 360,000). AID 624466;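 active = inhibition above a per-plate cutoff, the mean inhibition of test compounds on that plate plus 3 SD, cut at about 49% in these data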;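 also: 0% = DMSO plus EC80 beta-PEA response and 100% = DMSO alone without agonist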
Target sequence (Q96RJ0 whole entry, looked up): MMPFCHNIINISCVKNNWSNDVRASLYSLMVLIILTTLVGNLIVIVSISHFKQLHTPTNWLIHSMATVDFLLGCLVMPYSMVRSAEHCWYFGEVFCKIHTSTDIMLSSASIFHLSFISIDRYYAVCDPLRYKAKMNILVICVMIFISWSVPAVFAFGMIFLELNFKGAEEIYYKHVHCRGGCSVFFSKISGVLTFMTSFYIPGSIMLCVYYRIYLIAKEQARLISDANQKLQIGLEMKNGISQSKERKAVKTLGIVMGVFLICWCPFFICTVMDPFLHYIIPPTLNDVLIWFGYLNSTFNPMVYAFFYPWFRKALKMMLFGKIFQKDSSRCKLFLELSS
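System: CHO RD-HGA16 cells bearing hTAAR1. Reagent: EC80 β-phenethylamine stimulus. Schedule: seeding 17-24 h prior, 75-min 37 °C, 30-min RT dye loading. Signal: Fluo-8 intracellular calcium dye fluorescence, real-time kinetic reads. Read-out: % inhibition from peak post-agonist over basal fluorescence ratio. Benchmarks: vehicle wells and EC80 agonist wells. Replicates: n of 1.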
M1 ag: activates human CHRM1 receptor; P11229; CHO-K1 hM1, Fluo-8 calcium fluorescence, agonist mode; 0% DMSO, 100% acetylcholine EC100; activation, % at 3 µM; actives 0.33% (n = 360,000); AID 588814;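 active = activation above the run's mean compound activation plus 3 SD, cut at about 16% in these data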;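 also: peak over basal fluorescence ratio within a 140 s kinetic read after compound addition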
TAAR1 agonist: agonists of human TAAR1. CHO RD-HGA16 TAAR1, Fluo-8 calcium fluorescence; vehicle wells 0%, saturating PEA agonist 100%. activation, % at 3 µM. actives 0.99% (n = 360,000). AID 624467;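 active = activation above the mean activation of all test compounds in the run plus 3 SD, cut at about 38% in these data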
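Assay system: CHO-derived RD-HGA16 cells with stable Gα16 and human TAAR1; timing: 17-24 h seeding, 75 min 37 °C dye, 30 min RT; read-out: % activation from peak over basal fluorescence ratio, DMSO-to-PEA scaled; measured by: kinetic Fluo-8 calcium fluorescence; benchmarks: low control DMSO, high control PEA (EC100); doses: 3 µM single concentration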
The depositor's hits bear a star; x = no result given.

Screens in order – CHO-K1 Ca antag, OXTR potentiate, M1 antag, CHO-K1 Ca PAM, CHO parental Ca, M1 ag parental, TAAR1 antag, M1 ag, TAAR1 agonist
CSc1ccc(CN2CCC(N3CC(C)OC(C)C3)CC2)cc1 (stereo not given)
  -9, -6, 3, 11, -6, 0.0, -15, -7, 2
COC(=O)C1=C(C)NC(C)=C(C(=O)OC)C1c1ccccn1
  -4, 2, 11, -5, -12, -0.5, -25, -3, 5
Cc1ccc(S(=O)(=O)Cc2cn3cccnc3n2)cc1
  -8, x, -9, -5, x, -0.2, 1, -3, 16
O=c1cc(C(F)(F)F)oc2c1ccc1ccccc12
  -2, -1, -8, 15, -8, 0.5, -9, -3, 3
Cc1ccc(Cl)cc1N1CCN(S(=O)(=O)c2cn(C)cn2)CC1
  -7, -8, -9, 15, -8, 3.6, 0, -2, 2
CC(=O)O/N=C/c1c(C)c(C=O)n2ccccc12
  -10, -9, -11, 17, -12, 0.2, -25, -3, 0
O=C(Cc1cccc(NC(=O)C2CCN(C(=O)C3CCCCC3)CC2)c1)Nc1cccc(C(=O)N2CCCC2)c1
  11, 4, 19, -24, -5, -1.1, -6, -8, 11
Cc1ccc(Nc2nc3c(s2)CCC3)c(C)c1
  -8, -14, -8, 24, -20, 0.2, -5, -6, 3
Cc1cccc(OCC(=O)OC(C)CN2CCCCC2)c1 (stereo not given)
  -6, -1, -4, 0, 9, 1.6, 1, -3, 3
CCN1C(=O)C(O)(CC(=O)c2cccc(-n3cccc3)c2)c2ccccc21 (stereo not given)
  -5, -9, 8, 2, -14, 5.5, -12, -3, 7
CCCCn1c(SCC(=O)Nc2cc(C)on2)nc2cc(S(N)(=O)=O)ccc21
  2, -1, 5, -2, -7, -0.2, 3, -3, 0
CC(=O)Nc1sc(N/N=C\c2ccc(O)cc2)nc1-c1cccs1
  0, -18, -19, 10, -1, 0.0, -39, -1, -1
O=S(=O)(c1ccc(F)cc1)N1CCN(CCc2ccccc2)CC1
  -1, 1, -2, -8, -9, 0.0, 7, -3, 4
O=C(NCCC(F)(F)F)C1Cc2c(-c3cccc(F)c3)ccnc2O1 (stereo not given)
  2, x, -3, 8, x, 1.6, 0, -2, 0
CNC(=O)COC(=O)c1[nH]c(C)c(C(C)=O)c1C
  -10, -3, -2, 8, -11, 0.1, 2, 2, 2
CC(C)c1ccc(NC(=O)CSc2n[nH]c(=O)n2-c2ccc3c(c2)OCCO3)cc1
  -2, 2, 1, -1, -24, 1.1, -16, -4, 2
O=C(NNC(=O)c1cccs1)Nc1cccc(Cl)c1
  -9, -17, -6, -12, 10, 0.0, 5, 0, 17
O=C(CNC(=O)c1ccc([N+](=O)[O-])cc1)N/N=C/c1c[nH]c2ccccc12
  -4, 4, 6, -14, -9, -0.7, 4, -1, -1
Cc1cc(C)cc(N=c2c([N+](=O)[O-])nn(-c3cccc(Cl)c3)n2O)c1
  -7, -1, -5, 20, -18, 0.8, 4, -6, -1
CCn1c(C(C#N)/C(=N\S(=O)(=O)c2cccs2)c2ccccc2)nc2ccccc21 (stereo not given)
  -20, -6, -7, 6, -15, -0.2, -13, 0, 1
CNc1nc2c(c(=O)[nH]c(=O)n2C)n1CCCc1ccccc1
  -12, -11, -14, 3, 0, 0.6, -12, -3, 2
CCC1C(=NO)C(CC)C(c2ccccc2)NC1c1ccccc1 (stereo not given)
  -3, -9, 11, 13, -2, 3.4, 34, -7, -2
c1ccc(-c2nnc3sc(CN4CCc5ccccc54)cn23)cc1
  -19, -8, -11, -2, -2, 8.2, -2, -5, 3
Cc1noc(/C=C/c2ccco2)c1S(=O)(=O)N1CCC(C(=O)NCc2ccco2)CC1
  7, -1, -1, 13, -4, 3.9, -6, -7, 8
COc1ccc(NC(=S)NNc2ccc([N+](=O)[O-])cc2S(=O)(=O)Nc2ccc(C)cc2C)cc1
  6, -6, 11, 6, -12, 6.0, 16, -5, 6
O=C(NCCC1=CCCCC1)C1CC(=O)N(Cc2ccccc2)C1 (stereo not given)
  7, -4, 8, -18, -19, 0.2, -18, -3, 4
O=C(Nc1cccc(C(F)(F)F)c1)c1cccnn1
  -10, 1, -24, 17, -3, 0.5, 5, 2, 4
CCCCn1c(N)c(N(CC(C)C)C(=O)C2CC(=O)N(Cc3ccccc3)C2)c(=O)[nH]c1=O (stereo not given)
  0, -2, -2, 6, -5, 0.5, 7, -2, 0
CC1(C)Cc2c(sc3nc(C4CC4)n(N)c(=O)c23)CO1
  1, 1, -7, 21, -9, 9.6, -10, -2, 0
CCC(=O)N1C(C(=O)NCc2ccc(OC)cc2)CSC1c1ccc(OC)cc1 (stereo not given)
  19, -8, 2, -4, -10, 0.3, -4, -3, -1
CCN1CCN(c2nc(NCCO)c3ccccc3n2)CC1
  -8, -12, -9, 21, 8, 0.8, -14, -4, 2
Cc1cc2nc(N3CCN(C(=O)c4ccco4)CC3)sc2cc1C
  9, -12, 15, -17, -3, 3.4, -10, 3, 4
CCCOc1cccc(C(=O)Nc2cccc(NC(=O)c3ccco3)c2)c1
  -9, -12, 5, 3, -11, 1.8, 36, -4, 8
CCN1/C(=C/C(=S)Nc2ccccc2)Sc2ccccc21
  10, -13, 15, -10, -11, 0.0, 7, -9, -2
Nc1nc(-c2ccccc2)c(C(=O)Nc2ccccc2)s1
  18, -12, 8, -23, -12, -0.6, -4, -2, 5
CC(C)C[C@@H](CN1CCC[C@H]1CN1C(=O)C(=O)NC[C@@H]1Cc1ccc(O)cc1)N1C[C@H](Cc2ccccc2)N(CC2CCCCCC2)C(=O)C1=O
  -11, x, x, 7, x, 0.1, 11, x, 0
Nc1nonc1-n1nnc(C(=O)N/N=C/c2c(F)cccc2Cl)c1-c1ccc2c(c1)OCO2
  -16, -6, 0, 2, -14, 0.8, -3, -2, 8
c1ccc2nc(SCc3cn4ccccc4n3)cnc2c1
  -3, -3, 11, 7, -19, 1.4, 7, -6, 6
CC(=O)Oc1cc2c(cc1Cl)C(c1cccs1)CC1(CC(C)(C)NC(=S)N1)O2 (stereo not given)
  -4, -2, -6, 23, -1, 1.3, -23, -5, 9
COc1cc(OC)cc(C(=O)NCC2CCCN(C(=O)c3csc(C)n3)C2)c1 (stereo not given)
  -4, 0, -19, 3, -14, 1.3, -10, -2, 1
O=C(NC12CC3CC(CC(C3)C1)C2)c1cncc(O)c1
  0, -2, -10, 13, -1, 1.8, 8, -1, 9
COCCCN(Cc1cc(OC)c(OC)c(OC)c1)C(=S)Nc1cccc(SC)c1
  -5, x, -5, 5, x, 1.7, 4, -3, 5
CCCCn1c(N)c(N(CCOC)C(=O)COC(=O)c2cc(CC)c(C)s2)c(=O)[nH]c1=O
  -12, -5, -19, 12, -7, 0.1, -1, -4, 0
O=S(=O)(CCN1CCSCC1)c1ccccc1
  -13, -4, -2, 10, 7, 0.3, -13, -3, 3
CCCN(CC(=O)Nc1ccc(F)c(F)c1F)Cc1cc(=O)n2ccsc2n1
  -7, 7, -3, 4, -21, 0.6, -8, -3, 1
COc1ccccc1NC(=O)C1=C(C)NC(=O)NC1c1cc(C)cs1 (stereo not given)
  -3, -1, 1, 16, -7, 3.2, -11, -6, 4
CCc1nnc(NC(=O)CCC2CCCCC2)s1
  -11, 4, -11, 9, -6, 1.3, 2, -2, 6
CCOc1cc(/C=C/c2cccc[n+]2C)ccc1OCC(=O)Nc1ccc(C)cc1
  5, -7, -2, 9, 0, 6.9, -5, -12, 3
Cn1ncc(C#N)c1NC(=O)c1cc(-c2ccccc2Cl)on1
  -8, -5, -14, 17, -6, 0.7, -9, -2, 14
CCOc1ccc(NC(=O)CN2CCN(Cc3c(F)cccc3F)CC2)cc1
  3, 4, -8, 18, -17, -0.3, -1, -4, 2
COc1ccc(CCNC(=O)C2CCCN(S(=O)(=O)c3cc(C)ccc3OC)C2)cc1OC (stereo not given)
  -9, -1, -7, 25, -19, 1.2, -16, -3, 5
c1ccc2c(c1)ccc1nnc(SCc3ccc4c(c3)OCCO4)n12
  1, -5, -3, 18, -7, 0.4, -3, -6, -1
OC(c1ccccc1)c1ccncc1 (stereo not given)
  -7, 1, -1, -1, -3, -0.1, -10, -2, 2
Cc1ccc(N2C(=O)N(Cc3ccccc3C)c3ccccc3S2(=O)=O)cc1
  -3, -3, 12, 17, -17, 7.2, 1, -4, 2
CCN=C(NC#N)SCc1c(F)cccc1Cl
  -9, -1, 0, -7, 1, 0.2, -8, -4, 12
CCO[C@H]1OC(C(=O)N2CCCCCCC2)=C[C@@H](c2ccc(C(F)(F)F)cc2)[C@@H]1CCCO
  -13, -18, -2, 19, -13, 0.0, 4, -2, 6
COc1cc(NC(=O)CCc2nc(-c3cccs3)no2)cc(OC)c1OC
  -20, -23, 11, 13, -14, 3.2, 5, 0, 7
CN(c1ccccc1)S(=O)(=O)c1ccc(NC(=O)c2cccs2)cc1
  3, -17, 6, -5, 4, 3.2, 31, -5, 18
